TbMetRS inhib: T. brucei MetRS inhibitors, primary screen, biochemical, luminescence; 360,000 compounds, 0.4% hits; methionyl-tRNA synthetase (Trypanosoma brucei brucei); inhibition, % at 11.9 µM; purified T. brucei MetRS, ATP depletion, Kinase-Glo luminescence;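 active = inhibition above a per-plate cutoff of the control wells' mean inhibition plus 3 SD, cut at about 5.5% in these data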;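 also: 0% = DMSO wells median and 100% = median of wells with control inhibitor compound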
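Measured by: Kinase-Glo luciferase luminescence reporting remaining unconsumed ATP. Material: purified T. brucei MetRS enzyme. Doses: 11.9 µM compound single dose, 0.9% DMSO. Medium: HEPES buffer containing pyrophosphatase, BSA, spermine, DTT. Times: 15 min preincubation, 2 h reaction, all 25 °C. Reagent: methionine, ATP and bulk E. coli tRNA.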
MLLE-PAM2 inh: inhibitors of PABP1 MLLE–PAM2 peptide binding, primary screen, biochemical, fluorescence polarization, FITC-PAM2, GST-MLLE; 360,000 compounds, 0.36% hits; AID 588489, 2011; inhibition, % at 20 µM; Polyadenylate-binding protein 1 (Homo sapiens), P11940; in the data active = inhibition above about 35%, passing the limit was not always enough;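 also: plate controls were DMSO wells with GST-MLLE for no effect and wells lacking GST-MLLE protein for full effect; some results filed as inactive read as strong as hits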
MT1-MMP act inh: blockers of MT1-MMP proenzyme processing, primary screen, HT1080 RFP-PRO-GFP cells, GFP/RFP fluorescence; Matrix metalloproteinase-14 (Homo sapiens), P50281; GFP/RFP ratio fluorescence, overnight; percent of plate control window, DMSO zero; GFP/RFP ratio change, % at 20 µM; 360,000 compounds, 0.061% hits;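 active = GFP/RFP ratio change of at least 30% with cell ATP level not reduced by more than half and red fluorescence within 50% of control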; also: strong numbers were not always called active
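Material – HT1080 RFP-PRO-GFP cells · Control set – DMSO wells and RFP-L50D-GFP cells · Incubation – overnight cell settling, then overnight compound exposure, 37 °C, 5% CO2 · Compound dosing – single-point 20 µM compound, 1% DMSO · Read-out – GFP/RFP fluorescence ratio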
MsrA act: bovine MsrA enzyme activators, primary screen, biochemical, absorbance, HTS | Methionine sulfoxide reductase A (Bos taurus) | purified bovine MsrA, absorbance read-out | activation, % at 10.6 µM | 360,000 compounds, 0.3% hits; in the data active = activation above about 7.5%;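 also: 0% = vehicle and 100% = reference activator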
MsrA inhibitor: bovine MsrA enzyme inhibitors, primary screen, biochemical, absorbance, HTS | inhibition, % at 15.5 µM | Methionine sulfoxide reductase A (Bos taurus) | 360,000 compounds, 0.75% hits | purified bovine MsrA, absorbance read-out; in the data active = inhibition above about 4.5%;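 also: 0% = vehicle wells with enzyme and 100% = reference inhibitor wells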
FAS-TE inh: FAS thioesterase domain inhibitors, primary screen, biochemical, fluorescence intensity, uHTS; Fatty acid synthase (Homo sapiens), P49327; 360,000 compounds, 0.67% hits; inhibition, % at 15 µM; recombinant FAS-TE, OMFH fluorogenic substrate, fluorescence endpoint;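 active = compounds whose normalised, plate-corrected inhibition of enzyme fluorescence in the single-dose primary screen is 50% or more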;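 also: 0% = DMSO with enzyme and 100% = substrate without enzyme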
E coli Lon inh: inhibitors of E. coli Lon protease, primary screen, biochemical, fluorescence polarization | purified E. coli Lon protease | 360,000 compounds, 0.42% hits | inhibition, % at 7.94 µM; in the data active = inhibition above about 13%, passing the limit was not always enough;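 also: 0% = enzyme with probe and DMSO and 100% = no enzyme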
Target sequence (P0A9M0 whole entry, looked up): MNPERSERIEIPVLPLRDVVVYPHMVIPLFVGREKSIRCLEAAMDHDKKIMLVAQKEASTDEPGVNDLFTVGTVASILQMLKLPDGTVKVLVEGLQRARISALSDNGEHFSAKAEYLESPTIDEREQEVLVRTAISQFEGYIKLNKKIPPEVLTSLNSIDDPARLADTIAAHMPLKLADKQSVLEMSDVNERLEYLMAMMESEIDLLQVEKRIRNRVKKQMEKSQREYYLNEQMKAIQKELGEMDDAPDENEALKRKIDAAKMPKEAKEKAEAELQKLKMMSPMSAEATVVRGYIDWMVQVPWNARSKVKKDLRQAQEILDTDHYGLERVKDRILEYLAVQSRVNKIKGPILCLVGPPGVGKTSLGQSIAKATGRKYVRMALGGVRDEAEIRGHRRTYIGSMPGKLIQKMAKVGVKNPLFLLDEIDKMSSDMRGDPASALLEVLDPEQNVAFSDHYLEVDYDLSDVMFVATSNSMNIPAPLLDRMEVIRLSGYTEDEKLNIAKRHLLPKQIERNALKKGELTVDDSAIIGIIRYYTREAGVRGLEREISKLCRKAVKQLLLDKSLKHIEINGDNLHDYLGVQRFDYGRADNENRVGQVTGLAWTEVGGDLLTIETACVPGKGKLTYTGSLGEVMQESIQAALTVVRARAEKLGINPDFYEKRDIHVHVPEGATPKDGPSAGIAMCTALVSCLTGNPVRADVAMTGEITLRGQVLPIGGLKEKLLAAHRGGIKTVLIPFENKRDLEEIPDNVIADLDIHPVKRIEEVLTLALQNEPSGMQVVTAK
CendR NRP1 mod: modulators of CendR peptide binding to NRP-1, primary screen, biochemical, fluorescence polarization, uHTS; 360,000 compounds, 0.85% hits; inhibition, % at 25 µM; FAM-RPARPAR peptide binding to NRP-1; Neuropilin-1 (Homo sapiens), O14786;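 active = inhibition or corrected inhibition above about 18%, plus a signal ratio from 0.5 to 1.5, limit read from the data, passing the limit was not always enough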; also: strong numbers were not always called active
SKN-1 block: suppressors of acrylamide-induced Pgst-4::GFP reporter in worms, primary screen, SKN-1 inhibitor project, whole organism, uHTS, GFP/RFP fluorescence ratio, strain VP596; 360,000 compounds, 0.49% hits; AID 624304, 2012; inhibition, % at 21.8 µM; C. elegans VP596 Pgst-4::GFP/RFP ratio, 24 h;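 active = interference check ratio from 0.5 to 1.5 plus GFP to RFP signal ratio inhibition reaching or exceeding a fixed threshold, cut at about 30% in these data, passing the limit was not always enough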; also: some compounds called inactive have numbers as strong as hits
Active calls of the source: *; & = joins results of further samples.

SMILES	TbMetRS inhib	MLLE-PAM2 inh	MT1-MMP act inh	MsrA act	MsrA inhibitor	FAS-TE inh	E coli Lon inh	CendR NRP1 mod	SKN-1 block
O=C1C(=NO)CC(c2ccccc2)N1c1ccccc1 (stereo not given)	-0.2	2	-2	-3	-0.6	-12	-3	7	-3
O=c1c2c(nc3nc(SCc4ccccc4)[nH]n13)CCC2	-0.6	12	-2	-1	-0.9	-5	-4	-10	-2
O=C(NC1CCN(Cc2ccccc2)CC1)C1CCN(S(=O)(=O)c2cccc3cccnc23)CC1	0.2	-4	-4	-1	0.3	-2	-4	1	2
CCc1cc(=O)oc2cc(OC(C)C(=O)NCc3ccccn3)ccc12 (stereo not given)	-0.5	7	4	-3	3.7	-3	2	10	0
COC(=O)c1[nH]c2c(c1C)C(=O)CC(c1ccccc1)C2 (stereo not given)	-1.1	4	10	-3	0.2	-1	1	2	6
CC1CCN(CCC(=O)N/N=C/c2ccc([N+](=O)[O-])cc2)CC1	-0.6	5	1	-6	3.0	4	11	5	-1
O=C(COC(=O)c1cc(S(=O)(=O)NCc2ccccc2)ccc1O)NCc1ccccc1	0.5	-3	3	-4	3.7	1	10	1	5
COC(=O)c1ccccc1NC(=O)/C=C/c1cc(OC)c(OC)c(OC)c1	-0.6	1	2	-5	0.4	12	0	14	7
CCCCCCn1c(=O)n2n(c1=O)[C@@H]1CN(S(=O)(=O)c3ccc(C)cc3)C[C@]1(O)[C@@H](OC(=O)NCc1ccc(OC)c(OC)c1)C2	-1.6	-20	4	2	-0.5	8	5	0	-2
CC1CCN(CC(C)OC(=O)c2ccco2)CC1 (stereo not given)	-0.1	4	1	-3	-1.8	-6	-1	1	31
OCCCc1nc2n(n1)C(c1ccccc1)C=C(c1ccc(F)cc1)N2 (stereo not given)	-0.8	13	-22	-3	2.1	-11	-7	8	5
Cc1ccccc1CNS(=O)(=O)c1c(C)[nH]c(C)c1C(=O)N1CCCCC1	0.9	5	1	1	-0.9	-4	1	2	-7
CCOc1ccc(CCNC(=O)C2CCCN(c3nn4c(=O)cc(C)nc4s3)C2)cc1 (stereo not given)	-1.5	-1	3	-9	0.0	-4	-1	17	6
O=C(CNCc1ccc(F)cc1)Nc1ccc(S(=O)(=O)N2CCOCC2)cc1	-0.3	12	0	-1	-0.1	3	12	-1	14
COc1ccccc1CNS(=O)(=O)c1cc2c3c(c1)C(C)C(=O)N3CCC2 (stereo not given)	0.6	0	2	-3	1.7	-5	-6	-8	13
O=C1OCC(CO)(CO)N=C1NNc1ccccc1[N+](=O)[O-]	-0.6	-6	2	-8	1.5	-4	5	10	6
CCC(C)(NC(=O)c1ccccn1)C(=O)NC1CCCC1 (stereo not given)	-0.4	9	-1	0	0.2	-6	1	-3	-1
Clc1cccc(-c2nnc(SCc3nc4ccccc4[nH]3)n2Cc2ccco2)c1	1.3	-115	-10	-7	-0.3	12	-18	-20	-4
CCc1nnc2c(N(C)S(=O)(=O)c3ccc(C)cc3)nc3ccccc3n12	-0.3	5	3	3	-0.3	0	-10	2	-3
COC(C)(C)[C@]12CC(O)(C(C)C)ON1[C@H]1CCCCC1N2O (stereo not given in full)	0.0	7	-2	1	0.0	-8	-1	19	5
CC1(C)C2CC=C(/C=N/NC(=O)c3ccc(Cl)cc3)C1C2 (stereo not given)	0.0	11	2	-2	0.8	8	-12	2	8
O=C(NCCOc1ccccc1)C1CCC(=O)N(C2CCCCCC2)C1 (stereo not given)	-0.2	-2	2	-3	0.1	-3	1	1	10
COc1ccc(-n2cccc2/C=C2\C(=N)N3N=C(C(C)C)SC3=NC2=O)cc1	0.2	-3	2	-3	-0.8	15	-14	-16	6
CCCC1O[C@@H]2C[C@H]3[C@@H]4CCC5=CC(=O)C=C[C@]5(C)[C@H]4[C@@H](O)C[C@]3(C)[C@]2(C(=O)CO)O1 (stereo not given in full)	-1.4	-16	-26	-6	2.1	4	-5	-1	-8
COc1cccc(C2CC(c3cccs3)=NN2C(=O)CSc2nc3ccccc3s2)c1OC (stereo not given)	0.1	7	-4	-4	-0.1	27	1	-13	15
CCOC(=O)N1CCN(C(=O)c2ccc(Cn3c(=S)[nH]c4cc(OCC)c(OCC)cc4c3=O)cc2)CC1	-0.2	-132	-5	-3	0.1	2	-10	-16	0
COc1ccccc1NC(=O)C1=C(C)Nc2nnnn2C1c1ccncc1 (stereo not given)	0.6	8	-3	1	-0.3	-7	2	-4	19
CC(c1nc2ccccc2[nH]1)N(C(=O)C1=NNC(=O)CC1)c1ccccc1 (stereo not given)	0.3	3	1	-2	-1.2	-9	-1	11	5
COc1ccc(C(=O)n2nc(C)cc2Nc2ccccc2)cc1	-0.6	4	-1	0	0.3	27	3	-2	15
COc1ccc(N2C(=O)C3C(C2=O)C3(c2ccccc2)c2ccccc2)cc1 (stereo not given)	-0.3	-16	1	-1	1.4	20	8	9	10
Cc1nnc(SCC(=O)NCc2ccccc2)s1	-0.8	-9	0	-1	0.2	-8	-3	6	0
COc1ccc(CC(=O)OCc2nnc(-c3ccccc3)o2)cc1	-0.7	-2	5	0	-1.1	5	-2	15	-1
COc1ccc(S(=O)(=O)N2CCC(C(=O)NC(c3nc4ccccc4[nH]3)C(C)C)CC2)cc1 (stereo not given)	0.0	-2	-5	-1	0.5	4	0	-7	9
COc1ccc(NC(=O)c2ccc3nc[nH]c3c2)cc1	-0.8	-3	0	-3	0.6	-4	-5	-9	-10
COc1ccc(/C(O)=C2/C(=O)C(=O)N(c3ccccn3)C2c2ccc(F)cc2)cc1 (stereo not given)	0.0	-14	0	0	-0.1	0	3	-1	15
O=C(CSc1nc2ccccc2[nH]1)NCCN1CCCCC1	0.1	-12	0	-1	0.7	-5	-1	3	-5
CC1(C)Cc2c(cnn2-c2cccc(F)c2)C(NC(=O)C2CCOCC2)C1 (stereo not given)	-0.5	-19	0	-4	0.3	-6	13	-3	-1
CCOc1cc(/C=N/NC(=O)c2nnn(-c3nonc3N)c2C)ccc1OCc1ccc(C)cc1	-0.3	-8	7	0	0.8	-5	-9	-19	8
COc1ccc(C(=O)NC2CCc3ccccc32)cc1OC1CCN(C(C)=O)CC1 (stereo not given)	-0.3	5	2	-4	0.5	-4	6	9	-3
C[C@@H]1CN([C@@H](C)CO)C(=O)CCCn2nncc2CO[C@@H]1CN(C)C(=O)NC1CCCCC1	-1.4	5	-2	-6	-1.1	-10	-8	5	-1
COc1ccc(NC(=O)c2ccc(CNc3c(NC4CCCCC4)c(=O)c3=O)cc2)c(OC)c1	-0.1&-0.3	-2&-3	-1&0	-2&-1	0.4&-0.3	1&-5	-6&5	7&-10	4&17
COc1ccc(Oc2cnc3ccccc3n2)cc1	-0.4	-4	-10	-5	0.8	2	-7	3	6
COc1ccc(Nc2nc(-c3ccc(OC)cc3)c(CCC(=O)O)s2)cc1	-1.2	-73	10	-9	2.4	-4	-5	-8	-10
COc1ccc(N2CCOCC2)c(NC(=O)c2ccc(Br)o2)c1	-0.2	-8	-6	-3	1.1	15	4	-2	7
Cc1ccccc1NC(=O)Cc1nc(-c2ccc3ccccc3c2)cs1	-0.8	2	0	-3	-0.2	18	-8	-12	2
CCOc1ccc(NC(=O)CN(C)C(=O)CN2C(=O)c3ccc([N+](=O)[O-])cc3C2=O)cc1OCC	-0.4	15	2	-2	-0.1	3	-7	4	-2
CC1CC(C)CN(CCCNS(=O)(=O)c2ccc3c(c2)CCN3C(=O)C2CC2)C1 (stereo not given)	-0.1	0	5	-1	-1.2	-5	1	10	-4
O=C1c2cccc([N+](=O)[O-])c2C(=O)N1c1ccccc1	-0.2	1	2	-2	-0.4	-5	9	9	7
CC(C)CC1Nc2ncnc(N3CCOCC3)c2N(Cc2ccc(Br)cc2)C1=O (stereo not given)	-0.2	11	-2	0	2.4	-1	0	-8	0
N#CC1=C(SCc2ccccc2)NC(=O)CC1c1ccc(O)cc1 (stereo not given)	-0.6	-3	0	-1	0.3	-5	-2	-1	9
COc1cccc(CC(NC(C)=O)C(=O)NC2CCN(C(=O)NCc3ccccc3)CC2)c1 (stereo not given)	-0.5	13	-2	-3	0.4	-5	-6	10	7
COc1ccc(-c2nc(C#N)c(NCCc3ccccc3)o2)cc1OC	0.2	-6	8	-1	1.1	17	4	-21	-6
Cc1ccc(C=Nc2cc([N+](=O)[O-])ccc2C)s1	-0.7	12	2	-6	0.2	-5	-4	-2	-4
O=C(Nc1cc(Br)ccc1O)c1cc(-c2ccco2)on1	0.0	-35	6	-4	2.2	-8	-7	-15	15
COc1ccc(-c2cnc3c(NC=O)cc(-c4cc(OC)c(OC)c(OC)c4)cn23)cc1OC	-0.6	-34	-2	-9	0.1	13	-1	-20	9
Cn1c(=N)c(S(=O)(=O)c2ccccc2)cc2c(=O)n3ccccc3nc21	-0.7	12	1	-6	0.1	3	4	10	10
CCCCn1c(N)c(N(CC(C)C)C(=O)CCCSc2nncs2)c(=O)[nH]c1=O	-0.7	-2	0	-3	-0.7	-2	-1	3	-16
CCCCn1nc(CC(=O)NCCN(CC)CC)c2ccccc2c1=O	2.4	-5	-3	-3	-0.7	-3	2	1	0
COc1ccccc1C(=O)Nc1ccnn1C1CCN(C(=O)C(C)(C)C)CC1	0.5	-9	-2	-2	0.7	-3	-1	5	16
CCOC(=O)c1cnc(SC)nc1Oc1cccc(NC(=O)c2cccc(Cl)c2Cl)c1	-0.6	6	-1	-6	-0.5	24	-8	-3	-2

The closing 2 entries of the part above come first, to join the parts:
SMILES	TbMetRS inhib	MLLE-PAM2 inh	MT1-MMP act inh	MsrA act	MsrA inhibitor	FAS-TE inh	E coli Lon inh	CendR NRP1 mod	SKN-1 block
COc1ccccc1C(=O)Nc1ccnn1C1CCN(C(=O)C(C)(C)C)CC1	0.5	-9	-2	-2	0.7	-3	-1	5	16
CCOC(=O)c1cnc(SC)nc1Oc1cccc(NC(=O)c2cccc(Cl)c2Cl)c1	-0.6	6	-1	-6	-0.5	24	-8	-3	-2
Cc1cc2cc(C)c3nnc(SCC(=O)Nc4ccc(S(=O)(=O)N5CCCCC5C)cc4)n3c2cc1C (stereo not given)	0.4	-3	-2	-3	-0.6	-1	6	-6	6
Cc1noc(C)c1CSCC(=O)OCC(=O)Nc1ccc(OC(F)(F)F)cc1	0.1	4	0	-1	-0.8	3	-5	6	-10
Cc1cc(OCC(=O)NC(C)C)cc(C)c1Cl	0.2	11	2	0	0.8	-3	7	-2	7
CC(C)(C)[C@H]1C=C(C(=O)O)O[C@@H](OCCCCO)C1	-0.1	6	-1	-3	1.3	-10	0	-13	6

Screens: PubChem BioAssay, several laboratories
